Screening data: PubChem BioAssay, several laboratories
SR-BI DiI-HDL act – activators of SR-BI mediated DiI-HDL uptake, primary screen, ldlA[mSR-BI] CHO cells, DiI fluorescence. activation, % at 12.5 µM. AID 504775, 2011. 3 h; 100 = double the neutral-control signal. 320,000 tested, 0.096% active;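 active means mean replicate activation of at least 60% and every replicate at or above 60%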;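 further: 0% = median plate neutral-control signal and 100% = twice that signal; values of inactives mirror those of a sister screen read the other way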
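Test system: SR-BI-overexpressing, LDLR-lacking CHO cells. Measured by: DiI fluorescence, bottom read. Medium: Ham's F12 with 0.5% BSA, HEPES 25 mM, pH 7.4. Timing: 3 h uptake period with compound, 37 °C.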
Rtt109 HAT inh – inhibitors of C. albicans Rtt109/Vps75 HAT, primary screen, biochemical, ThioGlo CoA-SH fluorescence, plate reader. inhibition, % at 34.9 µM. Histone acetyltransferase RTT109 (Candida albicans (strain SC5314 / ATCC MYA-2876)), …. 330,000 tested, 0.16% active. purified Rtt109/Vps75, 4 h. AID 540336, 2011;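 active means inhibition of at least 50% in every replicate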
PKA-R2B activ – activators of PKA-R2B holoenzyme, primary screen, biochemical, fluorescence polarization, Cy5-IP20, human. activation, % at 11.4 µM. 340,000 tested, 0.079% active. PKA-R2B holoenzyme dissociation; R2B truncated from residue 108, S112A mutant; 0% DMSO only, 100% 113 µM cGMP. AID 504700, 2011;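 active means activation above a cutoff set at the mean over all compounds plus 3 SD, cut at about 18% in these data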;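 further: higher means more holoenzyme dissociation and a rise in polarization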
Target sequence (P31323 whole entry, looked up, other chains not shown, the tested form may be a part): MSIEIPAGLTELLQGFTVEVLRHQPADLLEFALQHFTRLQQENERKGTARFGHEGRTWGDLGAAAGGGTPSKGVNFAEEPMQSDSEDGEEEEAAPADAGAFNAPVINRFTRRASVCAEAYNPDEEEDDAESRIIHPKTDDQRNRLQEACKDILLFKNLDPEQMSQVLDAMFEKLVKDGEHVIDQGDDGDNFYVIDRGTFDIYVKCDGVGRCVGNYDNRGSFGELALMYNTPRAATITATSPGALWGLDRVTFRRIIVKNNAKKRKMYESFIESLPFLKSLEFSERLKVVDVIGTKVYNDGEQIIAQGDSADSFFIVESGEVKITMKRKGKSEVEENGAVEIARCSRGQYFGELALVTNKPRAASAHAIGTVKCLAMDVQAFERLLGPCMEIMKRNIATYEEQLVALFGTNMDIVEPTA
cardiac RTF act – cardiac RTF calcium sensitivity activators, primary screen, biochemical, IANBD-TnC fluorescence, EC20 calcium. AID 493008, 2010. Troponin I, cardiac muscle (Homo sapiens) + Troponin T, cardiac muscle (Homo sapiens) + …. 340,000 tested, 0.24% active. IANBD-labeled TnC RTF fluorescence at EC20 calcium; 0% EC20 calcium, 100% full calcium. activation, % at 7.2 µM;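 active means activation above the mean over all tested compounds plus 3 SD, cut at about 30% in these data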;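 further: rise in fluorescence read as greater calcium sensitivity of cardiac thin filaments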
Keap1 Nrf2 FP – Keap1-Nrf2 protein-protein interaction inhibitors, primary screen, biochemical, fluorescence polarization, single point; Kelch-like ECH-associated protein 1 (Homo sapiens), Q14145; 340,000 tested, 0.15% active; inhibition, % at 9.4 µM; AID 504523, 2011; Keap1 Kelch-Nrf2 peptide fluorescence polarization, 1536-well; in the data active means inhibition above about 12%;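 further: human Keap1 Kelch domain with fluorescein labeled Nrf2 9mer peptide probe; 0% = neutral control wells and 100% = peptide positive control; higher means more block of Keap1 binding to Nrf2 peptide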
Target sequence (Q14145 whole entry, looked up, the tested form may be a part): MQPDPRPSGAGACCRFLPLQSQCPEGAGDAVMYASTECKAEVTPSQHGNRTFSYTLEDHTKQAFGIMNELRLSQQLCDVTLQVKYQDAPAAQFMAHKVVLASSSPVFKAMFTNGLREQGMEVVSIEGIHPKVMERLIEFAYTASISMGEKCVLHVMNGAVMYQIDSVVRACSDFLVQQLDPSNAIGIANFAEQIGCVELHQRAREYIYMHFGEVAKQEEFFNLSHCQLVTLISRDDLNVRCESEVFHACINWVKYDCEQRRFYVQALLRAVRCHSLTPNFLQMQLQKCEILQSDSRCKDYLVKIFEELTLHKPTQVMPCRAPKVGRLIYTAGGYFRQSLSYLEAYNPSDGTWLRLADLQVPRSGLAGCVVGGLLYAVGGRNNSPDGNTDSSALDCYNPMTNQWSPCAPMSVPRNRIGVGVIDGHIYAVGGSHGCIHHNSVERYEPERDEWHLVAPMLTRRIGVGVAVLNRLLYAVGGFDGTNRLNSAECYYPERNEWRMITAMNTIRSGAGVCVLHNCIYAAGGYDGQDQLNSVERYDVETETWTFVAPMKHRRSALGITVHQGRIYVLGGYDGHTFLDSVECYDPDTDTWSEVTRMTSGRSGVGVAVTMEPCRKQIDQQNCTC
C-LANA FP – inhibitors of KSHV C-LANA binding to DNA, primary screen, biochemical, fluorescence polarization, FAM-LBS DNA, MBP-C-LANA, single point | 340,000 tested, 0.078% active | inhibition, % at 9 µM | Kaposi's sarcoma herpesvirus LANA C-terminal domain (residues 932-1162) DNA binding;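 active means highest replicate inhibition at or above 60% at 9 µM, even if other replicates fall short; inactive means all replicates below 60% inhibition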;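 further: 0% = neutral control wells and 100% = 4 µM acridine orange control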
RTF Ca sens inh – cardiac RTF calcium sensitivity inhibitors, primary screen, biochemical, IANBD-TnC fluorescence, EC70 calcium | IANBD-labeled cardiac RTF, Ca2+ fluorescence | inhibition, % at 7.15 µM | 340,000 tested, 0.12% active;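 active means inhibition above the mean inhibition of all tested compounds plus 3 SD, cut at about 17% in these data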;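 further: assay run at fixed EC70 calcium of 1.6 mM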
DAGLB inh – DAGLB lipase inhibitors, primary screen, biochemical, fluorescence, HTS; Diacylglycerol lipase-beta (Homo sapiens), Q8NCG7; HEK293T DAGLB membrane lysate, EnzChek fluorogenic substrate; inhibition, % at 5.17 µM; 340,000 tested, 0.059% active; AID 504411, 2011; in the data active means inhibition above about 34%;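 further: 0% = enzyme with vehicle and 100% = wells lacking enzyme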
CAL PDZ FP-1 – untagged CAL PDZ binding inhibitors, primary screen, biochemical, fluorescence polarization, HTS; inhibition, % at 24.9 µM; AID 602252, 2012; 300,000 tested, 0.92% active; purified CAL PDZ, TMR-peptide fluorescence polarization, 1 h;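 active means mean inhibition of at least 30% with at least half of replicates also reaching 30%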;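 further: 0% = DMSO neutral control and 100% = excess unlabeled competitor peptide PRC23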
CAL PDZ FP-2 – CAL PDZ peptide-binding inhibitors, primary screen, biochemical, fluorescence polarization, Cer-tagged CAL PDZ, HTS | 330,000 tested, 0.02% active | purified CAL PDZ, TMR-peptide fluorescence polarization, 1 h | inhibition, % at 20 µM | AID 504414, 2011 | Golgi-associated PDZ and coiled-coil motif-containing protein (Homo sapiens), Q9HD26;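 active means highest replicate inhibition of at least 40%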;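 further: plate controls were DMSO neutral control wells for no effect and unlabeled competitor peptide control wells for full effect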
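System: tagged CAL PDZ domain. Schedule: 1 h room-temperature incubation prior to read. Signal: fluorescence polarization (mP). Measure: percent inhibition from loss of millipolarization.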
Starred values were filed as active, the others as inactive; . = not tested or not shown. Compounds were not picked by outcome. Share with any hit: about 1.6%.

SMILES	SR-BI DiI-HDL act	Rtt109 HAT inh	PKA-R2B activ	cardiac RTF act	Keap1 Nrf2 FP	C-LANA FP	RTF Ca sens inh	DAGLB inh	CAL PDZ FP-1	CAL PDZ FP-2
CCC(c1nnnn1Cc1cccs1)N1CCN(C(=O)c2ccco2)CC1 (stereo unspecified)	11	0	-4	1	-4	-0.1	-7	1	.	-0.3
CC(/C=C(\NC(=O)c1ccccc1)C(=O)N=Nc1c(O)[nH]c2ccc(C)cc12)=C\c1ccccc1	-48	-2	-1	-4	0	-0.5	-3	23	-2	-0.2
COc1ccccc1Nc1nc(N(C)c2ccccc2)nc(N)c1[N+](=O)[O-]	-39	1	-1	-1	-2	1.1	-5	-1	0	-0.4
O=C(NC1CCCCC1)c1n[nH]c2c1CCCCC2	8	4	-7	-4	1	1.8	-30	-1	-7	-0.8
COC(C[C@@H]1O[C@@H]1C(=O)[C@H](C)OCc1ccccc1)OC	28	5	6	3	0	0.2	-5	-1	0	-0.3
CN(C)c1ccc(/C=C(/NC(=O)c2ccccc2)C(=O)NCCN2CCOCC2)cc1	19	7	-6	8	-8	-3.0	-6	-2	-5	-1.6
CCOC(=O)N1CCN(C(=O)CN(C2CCCCC2)S(=O)(=O)c2ccc(Cl)cc2)CC1	-36	0	6	-3	1	-1.1	-1	-6	27	0.6
CCC(=O)Nc1cccc(NC(=S)NC(=O)c2ccccc2C)c1	-49	-21	-7	-3	3	1.6	1	0	.	-0.2
COc1ccc(OC)c(NC(=O)C2CCCN2S(=O)(=O)c2cccc3nsnc23)c1 (stereo unspecified)	0	-11	2	-2	-2	-0.8	0	0	.	-0.5
CC(C)(C)NC(=O)c1ccc(NC(=O)CSc2ccccc2)cc1	5	-9	7	-4	-1	0.5	-5	-4	-1	0.5
O=C(N/N=C/C(Cl)=C\c1ccccc1)c1ccco1	0	7	2	-2	-6	0.6	3	0	.	-1.5
Cc1cccc(/C(N)=N/OC(=O)c2cccc3ccccc23)c1	-45	1	-10	0	-2	-3.9	5	-8	0	-2.2
Cc1ccc(S(=O)(=O)N2CCC3(CC2)OCCO3)c(C)c1	.	3	10	-3	2	0.1	-2	-1	-3	-1.4
CN(C)S(=O)(=O)c1ccc(S(=O)(=O)N2CCCC(C(=O)NC3CCCC3)C2)cc1 (stereo unspecified)	.	1	1	-2	-5	-1.4	0	3	-1	-1.7
Cc1ccc(S(=O)(=O)NC(C(=O)OCC(=O)NC2CCS(=O)(=O)C2)C(C)C)cc1 (stereo unspecified)	6	3	-10	2	-5	-0.8	-9	1	-4	-1.3
CCOc1cc(C(N)=O)cc(OCC)c1OCC	19	-6	1	5	-1	1.4	-8	-1	-1	-0.6
CC(C)=CCC(C)(C)CNC(=O)NC1CCCCC1	0	3	9	0	-1	-1.4	-5	-5	-6	.
Cc1cc(NC(=O)Cc2ccccc2)nc2c1c(=O)oc1ccccc12	-13	-2	-3	2	-5	-1.1	-20	2	.	0.3
COc1ccc(NC(=O)COC(=O)c2cc(=O)c3ccccc3o2)cc1OC	17	9	-16	-1	-4	-0.4	3	1	-1	-1.7
Cc1ccc(CC2C(=O)N(CC(=O)O)C(=O)C2C)cc1 (stereo unspecified)	5	.	10	1	3	0.0	1	1	3	-2.8
Cn1nnnc1SCC(=O)Nc1ccc(Br)cc1Cl	8	1	0	3	0	1.8	-9	1	7	0.2
O=S(=O)(c1cccc2nsnc12)N1CCN(c2ncccn2)CC1	2	3	-14	-9	-2	-0.6	-3	-3	0	0.1
CCOC(=O)NCCc1c(C)nc2c(c(C)nn2C(C)(C)C)c1C	-37	10	2	-3	-2	-0.7	-2	-4	.	-0.3
Cc1cc(NC(=O)COc2ccccc2)ccc1Cl	-1	7	-4	-7	4	0.2	0	-12	-4	-2.5
COc1ccccc1OCC(=O)Nc1oc(-c2ccccc2)c(-c2ccccc2)c1C#N	-62	5	-10	-5	2	0.0	2	-7	-2	-0.5

Reprinted from the part before: 3 entries; new compounds follow.
SMILES	SR-BI DiI-HDL act	Rtt109 HAT inh	PKA-R2B activ	cardiac RTF act	Keap1 Nrf2 FP	C-LANA FP	RTF Ca sens inh	DAGLB inh	CAL PDZ FP-1	CAL PDZ FP-2
CCOC(=O)NCCc1c(C)nc2c(c(C)nn2C(C)(C)C)c1C	-37	10	2	-3	-2	-0.7	-2	-4	.	-0.3
Cc1cc(NC(=O)COc2ccccc2)ccc1Cl	-1	7	-4	-7	4	0.2	0	-12	-4	-2.5
COc1ccccc1OCC(=O)Nc1oc(-c2ccccc2)c(-c2ccccc2)c1C#N	-62	5	-10	-5	2	0.0	2	-7	-2	-0.5
COCCNC(=O)c1cccc(NC(=O)C2=C(C)OCCS2)c1	21	-10	-11	-3	-2	-1.7	-5	-3	3	-2.6
Cc1cc(N/N=C/c2ccncc2)nc2ccccc12	3	32	-3	0	2	-1.3	2	-4	-5	1.3
CCOC(=O)Cn1nc(NC(=O)c2ccc3c(c2)OCO3)cc1C	3	1	-6	15	0	-0.3	-4	0	-6	0.0
CN(C)CCNc1nc2sc3c(c2c(=O)n1-c1ccccc1)CCCCC3	7	5	-7	-5	0	-2.2	-4	-4	0	1.6
CN(Cc1cn(C)nc1-c1cccc(Cl)c1)Cc1nccn1C	.	-9	-1	-4	2	0.6	-12	-5	-3	-1.2
Cc1cc2c(SCC(=O)Nc3ccccc3O)ncnc2s1	4	-4	-3	-3	-6	-0.2	-2	10	.	0.1
O=C(NCc1ccccc1Cl)c1cccc(NC(=O)c2ccccc2)c1	-5	1	-14	-3	2	0.2	-4	2	-3	-2.4
Oc1cc(O)c2c(c1)O[C@H](c1ccc(O)c(O)c1)[C@H](O)C2	25	4	6	1	0	-1.0	-8	-1	1	-0.8
COc1c(S(=O)(=O)NCCCN2CCOCC2)ccc(Cl)c1Cl	11	-2	-11	-3	-1	0.0	0	0	-1	0.8
O=C1COCCOCCOCCOCC(=O)NCCN1	13	1	10	-2	-1	0.1	-2	-3	1	0.5
CCCN(CC1CC1)C(=O)COc1ccccc1C(=O)NCc1ccccc1	-14	5	-3	3	-4	-0.7	-4	-5	1	0.4
O=c1[nH]c2ccc(S(=O)(=O)Nc3ccc(Cl)cc3)cc2[nH]1	-5	4	-3	0	-4	-1.3	-7	-2	.	-1.2
Cc1csc(=O)n1CCC(=O)OCC(=O)c1c(N)n(C)c(=O)n(C)c1=O	3	0	12	4	3	0.2	0	-2	1	-2.0
O=C(COc1cccc(Cl)c1)Nc1ccc2c(c1)CCC2	19	1	-5	-3	-1	-1.1	9	-22	-5	-1.2
CCN1/C(=C2/SC(=S)N(C)C2=O)C=Cc2cc(C)ccc21	14	19	1	0	-2	-2.4	-6	4	-2	-1.1
O=C(C[n+]1ccc(-c2cc(C(=O)Nc3cccc(C(F)(F)F)c3)c3ccccc3n2)cc1)c1cccc([N+](=O)[O-])c1	-87	3	-10	4	-3	.	1	8	-4	-0.3
N#Cc1ccc(Oc2ccc(/C=N/O)cn2)cc1	39	3	-9	-1	-3	0.6	-7	-4	0	-0.2
O=C(N/C(=C/c1cccc([N+](=O)[O-])c1)C(=O)N1CCCCC1)c1ccco1	0	3	0	-2	3	0.6	6	2	-2	0.4
Cc1ccccc1CS(=O)(=O)CCC(=O)NCc1ccc(F)cc1Cl	-10	-7	16	2	-1	-0.4	0	0	0	-0.3
Clc1ccccc1OCc1nn2c(-c3ccncc3)nnc2s1	-9	6	-4	14	-6	1.1	-7	-8	-3	-0.5
COc1ccc(OC)c(N2C(=O)CC(Cc3cc(C)cc(C)c3)C2=O)c1 (stereo unspecified)	-9	-3	-17	4	-5	-1.7	-6	-3	-2	-3.3
CC(C)CN1CCNC(=O)C1CC(=O)NCCc1cnn(-c2ccccc2)c1 (stereo unspecified)	2	7	-1	2	-8	0.6	-3	0	0	-2.4
O=C(CCl)Nc1cc(S(=O)(=O)N2CCCCCC2)ccc1Cl	-20	-2	3	-2	-2	0.4	-3	0	-3	-0.1
COc1ccccc1S(=O)(=O)Cc1ccc(C(=O)NCCCN2CCN(c3ccc(F)cc3)CC2)o1	-22	4	4	6	2	-2.1	-2	-1	0	-2.1
Cc1noc(C)c1COC(=O)c1ccccc1Sc1ccccc1C#N	4	-7	3	0	-2	-1.5	-6	-4	1	-0.6
SMILES	SR-BI DiI-HDL act	Rtt109 HAT inh	PKA-R2B activ	cardiac RTF act	Keap1 Nrf2 FP	C-LANA FP	RTF Ca sens inh	DAGLB inh	CAL PDZ FP-1	CAL PDZ FP-2
Brc1ccc(C2=Nn3cnnc3SC2)cc1	7	-1	-12	-3	-5	-1.8	7	1	-6	-0.1
O=C(Nc1ccnc(-c2cccnc2)n1)c1ccc(Cl)c(Cl)c1	1	-6	-2	-2	-4	-1.5	5	0	-1	-0.4
COC(=O)[C@]1(CC(C)C)N[C@H](c2ccc(-c3cccc(Cl)c3)cc2)[C@@H]2C(=O)N(C)C(=O)[C@@H]21	-74	1	6	-6	-4	-1.0	10	-9	4	-0.2
Cc1cccc(C(=O)Nc2nnc(C3=COCCO3)o2)c1	6	-1	0	7	-2	1.8	-1	1	-3	0.0
O=[N+]([O-])c1cccc(S(=O)(=O)c2cccc([N+](=O)[O-])c2)c1	21	.	-7	4	0	-0.6	-6	4	1	0.4
N/C(=N\OC(=O)c1ccc([N+](=O)[O-])cc1)c1ccc(Br)cc1	8	-5	2	2	-3	-0.5	-11	1	-2	-2.5
CC1CCN(C(=O)Cn2c(=O)n(CCCC(=O)NCc3ccco3)c(=O)c3sccc32)CC1	.	-3	0	-3	-5	0.1	3	1	-3	-2.4
CC(=O)c1nc2ccccc2n1S(=O)(=O)c1ccc(C)cc1	5	-2	-5	-4	0	1.8	-6	-2	1	-1.2
CCN(CC)NC(=O)Nc1ccccc1	31	-3	.	.	-3	1.0	.	.	5	-0.3
COC(=O)c1ccc(OC(=O)/C=C/c2ccco2)cc1	-9	-1	2	11	-7	2.5	-2	-8	-3	-2.4
O=C(CCCCCn1c(SCc2ccncc2)nc2ccccc2c1=O)NCc1ccco1	11	9	0	3	-9	1.0	-6	1	-3	-2.6
Cc1cccc(CC(=O)NC2CCCCCC2)c1	14	-1	9	0	3	-1.2	-6	-1	.	-0.7
